Source: PubChem
CAL PDZ FP-1 = inhibitors of human CAL PDZ peptide binding; Q9HD26; purified CAL PDZ, TMR-peptide fluorescence polarization, 1 h; inhibition, % at 24.9 µM; actives 0.92% (n = 300,000); AID 602252;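 active = mean inhibition of at least 30% with at least half of replicates also reaching 30%; inconclusive = no clear call, values can overlap the other calls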;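 note: 0% = DMSO neutral control and 100% = excess unlabeled competitor peptide PRC23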
Rtt109 Vps75 = inhibitors of Candida albicans Rtt109/Vps75 histone acetyltransferase; Q5AAJ8; purified Rtt109/Vps75, ThioGlo CoA-SH fluorescence, 4 h; inhibition, % at 34.9 µM; actives 0.16% (n = 330,000);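 active = inhibition of at least 50% in every replicate; inconclusive = best replicate reaches 50% inhibition but some replicates fall short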
Target sequence (Q5AAJ8 whole entry, looked up): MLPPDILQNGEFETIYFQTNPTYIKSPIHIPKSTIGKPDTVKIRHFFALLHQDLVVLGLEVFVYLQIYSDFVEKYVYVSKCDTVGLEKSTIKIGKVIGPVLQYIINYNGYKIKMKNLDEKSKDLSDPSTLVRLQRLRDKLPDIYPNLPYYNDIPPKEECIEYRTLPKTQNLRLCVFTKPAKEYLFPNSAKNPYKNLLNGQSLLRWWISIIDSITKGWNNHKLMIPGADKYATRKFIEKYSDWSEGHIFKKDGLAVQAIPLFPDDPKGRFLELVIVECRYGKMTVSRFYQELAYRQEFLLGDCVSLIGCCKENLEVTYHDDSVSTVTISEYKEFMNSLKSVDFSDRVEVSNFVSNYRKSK
V-ATPase pH = yeast V-ATPase proton transport regulation by pHLuorin; S. cerevisiae, pHLuorin cytosolic pH fluorescence; response, % at 10 µM; actives 0.37% (n = 350,000); in the data active = response mostly above about 7.3%, no sharp cut-off; inactive = mostly below about 5.4%; note: actives read high; inactives centre near 0; some compounds called inactive have numbers as strong as hits; reference of the scale not given here
dFosB act = enhances mouse delta FosB homodimer DNA binding; P13346; purified delta FosB, TAMRA-CDK5 oligo fluorescence polarization; percent of positive-control signal above neutral wells; activation, % at 25 µM; actives 0.99% (n = 340,000);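 active = mean activation above about 17%, with every replicate also reaching it, limit read from the data, passing the limit was not always enough; inconclusive = only one of the two conditions met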;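 note: fluorescence polarization rise as delta FosB binds a TAMRA Cdk5 AP-1 oligo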
Target sequence (P13346 whole entry, looked up): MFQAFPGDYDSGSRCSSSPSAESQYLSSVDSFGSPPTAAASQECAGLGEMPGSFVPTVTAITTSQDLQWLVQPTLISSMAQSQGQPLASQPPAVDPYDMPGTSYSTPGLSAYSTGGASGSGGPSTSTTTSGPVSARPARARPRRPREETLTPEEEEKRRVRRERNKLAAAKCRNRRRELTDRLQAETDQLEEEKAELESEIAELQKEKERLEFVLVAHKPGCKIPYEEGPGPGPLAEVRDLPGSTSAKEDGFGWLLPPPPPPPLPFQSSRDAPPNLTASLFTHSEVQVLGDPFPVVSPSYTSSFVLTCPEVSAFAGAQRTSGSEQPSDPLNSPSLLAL
Wnt act = Wnt/beta-catenin pathway activation; Wnt/beta-catenin reporter cell assay, activator, plate reader; actives 1.2% (n = 300,000); activation, % at 9.35 µM; in the data active = activation above about 30%, passing the limit was not always enough; inconclusive = no clear call, values can overlap the other calls;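 note: 0% = neutral control wells and 100% = positive control wells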
cardiac RTF act = cardiac RTF calcium sensitization; P19429+P45379; IANBD-labeled TnC RTF fluorescence at EC20 calcium; 0% EC20 calcium, 100% full calcium; activation, % at 7.2 µM; actives 0.24% (n = 340,000); AID 493008;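 active = activation above the mean over all tested compounds plus 3 SD, cut at about 30% in these data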;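 note: rise in fluorescence read as greater calcium sensitivity of cardiac thin filaments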
CDK5 inh = CDK5/p35 (human) kinase inhibition; inhibition, % at 10 µM; actives 0.01% (n = 330,000); Recombinant CDK5/p35, ADP-Glo luminescence, 60 min;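 active = highest replicate inhibition of at least 50% and at least 75% of replicates reaching 50%; inconclusive = only one of the two criteria met; inactive = both criteria failed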;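 note: plate controls were DMSO neutral control for no effect and GW8510 at 10 µM for full effect; many of its hits are not listed in these tables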
CAL PDZ FP-2 = human CAL PDZ-peptide interaction inhibition; Q9HD26; purified CAL PDZ, TMR-peptide fluorescence polarization, 1 h; inhibition, % at 20 µM; actives 0.02% (n = 330,000); AID 504414;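 active = highest replicate inhibition of at least 40%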;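 note: plate controls were DMSO neutral control wells for no effect and unlabeled competitor peptide control wells for full effect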
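System: tagged CAL PDZ domain. Schedule: 1 h room-temperature incubation prior to read. Signal: fluorescence polarization (mP). Measure: percent inhibition from loss of millipolarization.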
Tat transport = inhibitors of E. coli Tat protein transport | actives 0.036% (n = 340,000) | inhibition, % at 10 µM | E. coli MC4100 TorA-mCherry Tat export, fluorescence;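 active = mean replicate inhibition at least 50% and at least half of replicates individually reaching 50%; inconclusive = only one of the two criteria met; inactive = neither criterion met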;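 note: exported cargo escapes ClpAP degradation while cytoplasmic cargo is degraded and loses fluorescence; 0% = median of neutral control wells and 100% = median of NaSCN control wells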
MITF TRPM1 HTS = increases MITF-driven TRPM1 promoter luciferase signal. SK-MEL-5 TRPM1-promoter luciferase, 24 h; % of positive control, neutral wells = 0. activation, % at 12.5 µM. actives 0.75% (n = 300,000);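 active = mean activation of at least 80% with every replicate also reaching 80%; inconclusive = mean reaches 80% but some replicate falls short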;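 note: 0% = neutral control wells and 100% = parthenolide positive control wells; values of inactives mirror those of a sister screen read the other way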
An asterisk follows results filed as active; ? = inconclusive; . = not tested or not shown.

Start of the data: the first two compounds as a preview:
SMILES	CAL PDZ FP-1	Rtt109 Vps75	V-ATPase pH	dFosB act	Wnt act	cardiac RTF act	CDK5 inh	CAL PDZ FP-2	Tat transport	MITF TRPM1 HTS
COC(=O)CN1C(=O)[C@@H]2[C@H](C1=O)[C@@H]1CC(C(=O)OC)=C[C@@H](C(=O)OC)[C@@H]3C1=C(C(=O)[C@]3(C)NC(=O)c1ccccc1)[C@@H]2C	9	1	0	9	-1	-7	-1.8	0.6	-5	10
Cc1ccc(NC(=O)CN(C)C(=O)COc2c(Cl)cc(Cl)c3ccc(C)nc23)cc1	1	2	0	-29	-2	-4	-0.2	-0.1	-3	-5

Main list, from the first entry:
SMILES	CAL PDZ FP-1	Rtt109 Vps75	V-ATPase pH	dFosB act	Wnt act	cardiac RTF act	CDK5 inh	CAL PDZ FP-2	Tat transport	MITF TRPM1 HTS
COC(=O)CN1C(=O)[C@@H]2[C@H](C1=O)[C@@H]1CC(C(=O)OC)=C[C@@H](C(=O)OC)[C@@H]3C1=C(C(=O)[C@]3(C)NC(=O)c1ccccc1)[C@@H]2C	9	1	0	9	-1	-7	-1.8	0.6	-5	10
Cc1ccc(NC(=O)CN(C)C(=O)COc2c(Cl)cc(Cl)c3ccc(C)nc23)cc1	1	2	0	-29	-2	-4	-0.2	-0.1	-3	-5
N#Cc1cc2nc(O)c(O)nc2cc1[N+](=O)[O-]	-3	7	2	0	0	4	0.1	0.5	10	-7
Cc1cc(C)cc(C(=O)Oc2cc(C)[nH]c(=O)c2[N+](=O)[O-])c1	-3	9	3	9	0	-5	-2.9	-2.1	-7	1
O=C(c1ccc([N+](=O)[O-])s1)N1CCCc2ccccc21	2	-8	3	-1	-1	-9	1.2	-2.2	-9	-70
CCOc1nc(CC)nc(NC(=O)NS(=O)(=O)c2ccccc2Cl)n1	-2	4	-1	-3	.	6	-2.9	0.3	-3	-10
O=S(=O)(c1ccc(F)cc1)n1ccc(-c2cccc(OCc3c(F)cccc3Cl)c2)n1	-3	3	3	-5	-9	8	-0.2	.	-2	.
CC1(C)C2CCC1(C)C(OC(=O)C[n+]1ccccc1)C2 (configuration not stated)	-1	-1	6	3	1	4	-0.4	-3.0	-9	4
Cc1sc2ncnc(NCCN3CCOCC3)c2c1C	1	-5	0	-7	-5	-3	-1.2	0.4	0	.
O=C1Nc2ccccc2C1=Nc1cccc(Cl)c1	-2	-1	1	-2	1	0	-4.9	-1.2	16	.
Cc1ccc(C(=O)NCC(=O)Nc2ccccc2C(F)(F)F)cc1	0	6	-2	-4	-2	2	2.1	-0.5	-1	-5
COc1ccc(-c2nc3ccc(C)cc3c(=O)o2)cc1OC	-6	-1	0	-12	0	-1	1.6	-1.2	-6	.
O=C(CCNC(=O)c1ccc(Br)cc1)NNC(=O)C1COc2ccccc2O1 (configuration not stated)	-1	1	-2	2	-1	-3	-0.6	0.5	-2	-1
COc1ccc(N2CCN(C(=O)COC(=O)CCc3ccccc3)CC2)cc1	-3	-19	-4	1	0	2	0.9	0.2	-2	0
CCC(=O)N1N=C(c2cccs2)CC1c1ccco1 (configuration not stated)	6	?	-1	3	-6	6	-0.1	0.1	-4	5
O=C1CSC(c2cccnc2)N1Cc1ccc(Cl)cc1Cl (configuration not stated)	-4	7	1	-4	4	7	0.4	-1.0	1	.
Cc1cc2c(cc1C)NC(C)CC(=O)N2 (configuration not stated)	3	0	-1	2	1	-5	-3.9	-0.3	11	-6
C[C@H]1COC(=O)[C@@H](Cc2ccc(F)cc2)C/C=C\C[C@@H](CC(=O)NCCO)C(=O)N1	-4	-6	2	3	3	-5	-1.4	1.1	-3	8
COC(=O)C1=C(CSc2nc3c(cc2C#N)CN(C)CC3)OC(N)=C(C#N)C1c1ccccc1F (configuration not stated)	-6	8	4	-5	.	26	-3.8	-1.1	1	.
Cc1ccc(NC(=O)CSc2n[nH]c(-c3ccco3)n2)c(C)c1	-4	0	4	4	0	1	-1.6	-1.7	-8	-10
N#Cc1ccc(NC(=S)NCCN2CCOCC2)cc1	91*	-6	-1	3	-1	2	-1.2	-0.9	3	3
COC(=O)C1CCN(S(=O)(=O)c2c(C)n(C)c(=O)n(C)c2=O)CC1	.	-2	-4	-2	48*	1	1.5	-0.5	-3	1
CCOC(=O)c1ccc(NC(=O)N2CCN(C(=O)c3ccco3)CC2)cc1	0	-1	-1	-10	-1	6	-0.2	-2.1	11	-13
CC(C)(C)N(Cc1ccccc1)C(=O)COc1cccnc1[N+](=O)[O-]	0	2	1	6	0	1	-2.6	-0.3	1	-8
O=C(/C=C/c1cccc(Cl)c1)Nn1c(-c2cccs2)nc2ccccc2c1=O	-4	3	3	6	-3	3	-3.0	-0.1	0	-1
CC(=O)c1c(C)[nH]c(C(=O)OCC(=O)N2CCc3ccccc32)c1C	-2	-6	-3	29*	0	-3	0.0	-1.5	-15	53
O=C(COC(=O)c1ccccn1)Nc1cccc(Cl)c1Cl	-1	-6	-4	-5	2	-1	-1.7	-0.9	7	.
CCCNc1c(N)c(=O)oc2ccccc12	2	10	0	0	1	11	1.1	1.2	-5	-14
CCCCNC(=O)[C@]1(C)CCC[C@@]2(C)C3CC[C@@]4(C)C[C@]3(CCC21)CC4=O (some centres not stated)	2	12	4	-2	-1	-2	1.4	-0.9	2	2
Cc1ccnc(NC(=O)CCNS(=O)(=O)c2ccc(C)c(C)c2)c1	0	4	1	-14	36*	-6	3.6	0.2	-3	27
O=C(N/N=C/c1ccccc1OCc1ccccc1Cl)c1cccnc1	.	12	0	-44	-2	4	0.7	-4.5	10	-3
Cc1cccc(C)c1NC(=O)CNC(=O)c1ccc(N2CCCC2=O)cc1	-5	1	1	6	0	-1	0.0	-1.5	-4	9
COc1ccc(OC)c(NC(=O)/C=C/c2ccc(S(=O)(=O)N3CCOCC3)cc2)c1	-4	11	0	-6	-2	-13	1.1	-1.5	15	7
Cc1ccc(NC2CC(=O)N(c3ccc(N4CCCCC4)cc3)C2=O)cc1 (configuration not stated)	-3	10	-1	-2	0	6	1.0	-3.3	-4	2
Cn1ccc(NC(=O)c2ccc(Cl)cc2Cl)n1	-1	9	-1	0	35*	-1	1.1	-1.0	0	?
Cc1c(C(=O)NC(C)C)sc2ncn(CC(=O)N3CCC(C)CC3)c(=O)c12	-4	-5	-1	-6	.	-4	2.1	-2.4	1	6
O=C(Nc1ccc2c(c1)OCO2)c1ccc2nc[nH]c2c1	-3	6	0	-1	.	-4	0.1	0.5	-3	77
O=C(CCc1c[nH]c2ccccc12)Nc1ccc(S(=O)(=O)Nc2ncccn2)cc1	33*	7	0	-4	-3	-4	-0.9	0.3	-7	9
O=C(Nc1ccccc1C(=O)N1CCOCC1)c1cc2ccccc2o1	3	-1	0	2	6	-1	-0.9	-0.4	-6	.
C/C(=N\N=C(/N)SC1CC(=O)N(c2ccc(Cl)c(Cl)c2)C1=O)c1cccs1 (configuration not stated)	-4	16	1	25*	-3	3	1.9	-2.9	9	-6
NC1=NC(c2ccc(Cl)cc2)C(C(=O)c2ccccc2)N1 (configuration not stated)	.	1	0	-5	5	7	-0.6	-0.9	5	.
Cc1ccc(NC(=O)CCCCCC2NC(=O)NC2C)cc1 (configuration not stated)	.	-4	7	2	-3	5	1.6	-1.6	-4	-2
S=C(NCc1ccccn1)NN=Cc1ccccn1	-2	2	-5	-5	22	-3	-1.3	-0.5	0	-68
O=C(NC1CCCCCC1)C1CCCN1S(=O)(=O)c1cccc2cccnc12 (configuration not stated)	.	1	0	-11	0	3	0.2	-0.2	-1	-15
CC(=O)Nc1ccc(S(=O)(=O)Nc2cc(C)cn(Cc3ccccc3)c2=O)cc1	-3	11	8	8	.	-5	1.4	-1.4	-11	-1
CC(C)CN1CCN(Cc2ccc(C#CC(C)(C)O)cc2)CC1CCO (configuration not stated)	-3	2	-1	-9	-2	2	-0.5	0.1	4	0
O=C(Nc1ccc(NC(=O)c2ccc3c(c2)OCCO3)cc1)c1ccccc1	-3	-5	-3	35*	-1	3	-7.3	-2.3	13	0
Cc1nn(Cc2cccc(C(N)=O)c2)c(C)c1Br	0	4	2	2	1	-6	-0.6	-1.3	-2	.
Cc1cc(C)n(/N=C/c2ccccc2O)c(=O)c1	-5	4	0	-5	-2	4	-0.2	-0.6	0	10
CCCCC(=O)Nc1c2c(nn1-c1cccc(C)c1C)CS(=O)(=O)C2	-2	0	-2	-7	7	-6	-3.6	-0.9	-5	-1
CC(C)OC(=O)CSc1nnc2c3ccccc3n(C)c2n1	0	1	0	-13	-1	3	0.4	-2.9	-5	0
CC(C(=O)Nc1nccs1)N1C(=O)C2CC=CCC2C1=O (configuration not stated)	-2	0	-4	-1	.	-10	-1.1	-0.2	4	14
CCOC(=O)Cc1csc(NC(=O)c2c(O)c3c(n(CC(C)C)c2=O)CCCC3)n1	-3	3	1	-7	3	-6	-0.9	-0.9	0	.
CC(=O)Nc1ccc(-n2c(C)ccc2-c2ccccc2)cc1	-1	.	-2	-4	4	-20	0.3	-0.1	-1	-9
Cc1ccc(NC(=O)OCc2cncs2)cc1	.	-4	0	-2	3	5	-0.2	-0.8	3	54
CC(NC(=O)CCSc1nc(-c2ccco2)cc(C(F)(F)F)n1)c1ccccc1 (configuration not stated)	0	-3	-1	0	-4	-4	0.3	-1.0	7	12
Cc1ccc(-n2nc3c(N4CCC(C(=O)NCc5ccc(C)o5)CC4)nnc(C)c3c2C)cc1	-1	14	3	2	-1	3	.	-4.0	-4	-39
Cc1ccc(NC(=O)[C@H](C)NC(=O)C2CCN(C(=O)[C@@H](NC(=O)OC(C)(C)C)C(C)C)CC2)cc1	-1	9	5	-7	-2	-4	1.6	0.0	-6	-6
O=Cc1ccccc1Oc1nc(N2CCOCC2)nc(N2CCOCC2)n1	-4	8	3	7	8	3	-1.8	-0.5	0	2
Nc1nc(CSC(=S)N2CCN(c3ccccc3)CC2)nc(Nc2ccccc2)n1	-2	-1	-2	?	-1	-2	0.3	-0.7	-10	13

Continuation:
SMILES	CAL PDZ FP-1	Rtt109 Vps75	V-ATPase pH	dFosB act	Wnt act	cardiac RTF act	CDK5 inh	CAL PDZ FP-2	Tat transport	MITF TRPM1 HTS
Cc1ccc(CN2CCN(CC(=O)N/N=C/c3c[nH]c4ccccc34)CC2)cc1	-2	6	1	-12	.	-2	-1.0	0.3	-6	-10
COC(=O)c1cn(NC(=O)COc2ccc(Cl)cc2)c(=O)c2ccccc12	8	-7	1	32*	-3	-1	-0.4	0.0	-2	1
CCC1(C)Cc2ccccc2-c2c1c(=O)n(Cc1ccccc1)c1nnnn21 (configuration not stated)	-2	11	-1	-10	.	-5	0.0	.	-5	-10
O=c1[nH]c(/C(Cl)=C/c2cccc(C(F)(F)F)c2)nc2cc(Cl)ccc12	-2	-9	2	-3	.	-2	-2.3	0.3	-5	1
Cc1ccc2nc(CSc3nnc(Nc4ccccc4C)s3)cc(=O)n2c1	3	-11	-1	-7	-3	4	-3.0	-2.9	-10	-8
CNC(=S)NNC(=O)c1cccc(N(C)C)c1	-3	1	0	-3	-2	2	1.1	-5.8	1	5
